NPR2 activator = GC-B (human) receptor activation; P20594; HEK293-GC-B cells, CNP EC30, cGMP TR-FRET; 0% at EC30 CNP, 100% saturating CNP; activation, % at 10 µM; actives 0.11% (n = 370,000); AID 1920062;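 active = activation at 10 µM reaching about 35% in either raw or pattern-adjusted values, limit read from the data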
hcDAF-12 act = activates DAF-12 receptor from parasite H. contortus; HEK293 hcDAF-12 lit1-tk-luc reporter, luminescence; 0% DMSO, 100% Δ7-dafachronic acid; activation, % at 6.8 µM; actives 1.4% (n = 370,000); AID 652067;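 active = activation above the mean of all tested compounds plus 3 SD, cut at about 5.5% in these data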;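 note: 100% = response to 3 µM Δ7-dafachronic acid high control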
SMARCA2 activ = increases SMARCA2 function in MMTV reporter cells; MG213 cells, MMTV-luciferase reporter, dexamethasone, overnight; activation, % at 9.1 µM; actives 1% (n = 370,000); AID 652017; in the data active = activation above about 7.8%;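 note: 0% = vehicle wells and 100% = reference activator wells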
NPR1 activator = GC-A (human) enzyme activation | AID 1671463 | HEK293 GC-A cells, cGMP TR-FRET, EC30 ANP; 0% at EC30 ANP, 100% saturating ANP | P16066 | activation, % at 10 µM | actives 0.14% (n = 370,000); in the data active = activation above about 40%
GAA850 FXN act = activators of GAA850 frataxin (FXN) promoter; HEK293 lucGAA850 FXN promoter luciferase reporter, 24 h; percent of 10 µM SAHA response; activation, % at 6 µM; actives 0.56% (n = 360,000); AID 540364;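 active = activation above the average of all compounds screened plus 3 SD, cutoff fixed separately per campaign, cut at about 7.5% in these data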;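 note: 0% = DMSO wells and 100% = 10 µM SAHA wells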
sPLA2-III inh = Inhibits HGIII-sPLA2 liposome hydrolysis, primary screen. Q9NZ20. QFRET BODIPY PC-A2 liposome hydrolysis, fluorescence. inhibition, % at 12.2 µM. actives 0.56% (n = 370,000). AID 743126;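 active = inhibition above mean plus 3 SD of compounds lying within the high and low control bounds, cut at about 19% in these data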;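 note: 0% = median of test compound wells and 100% = no enzyme DMSO wells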
Target sequence (Q9NZ20 whole entry, looked up): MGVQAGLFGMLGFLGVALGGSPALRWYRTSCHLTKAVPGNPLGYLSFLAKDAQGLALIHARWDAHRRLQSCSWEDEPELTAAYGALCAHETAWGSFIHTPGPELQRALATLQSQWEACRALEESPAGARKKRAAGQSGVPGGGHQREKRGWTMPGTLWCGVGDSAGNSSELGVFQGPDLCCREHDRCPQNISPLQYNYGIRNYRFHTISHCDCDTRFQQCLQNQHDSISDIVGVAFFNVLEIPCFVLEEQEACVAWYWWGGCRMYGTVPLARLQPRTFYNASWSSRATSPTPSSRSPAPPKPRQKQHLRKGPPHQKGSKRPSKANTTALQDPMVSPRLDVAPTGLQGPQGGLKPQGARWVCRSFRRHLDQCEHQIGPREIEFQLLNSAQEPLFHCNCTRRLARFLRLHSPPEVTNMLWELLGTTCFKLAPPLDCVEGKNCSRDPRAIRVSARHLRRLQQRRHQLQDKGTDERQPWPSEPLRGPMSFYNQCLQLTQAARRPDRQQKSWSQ
ssDAF-12 act = activators of S. stercoralis DAF-12 nuclear receptor | HEK293 ssDAF-12/GRIP1 lit1-tk-luc reporter, luminescence; % of 3 µM dafachronic acid response | activation, % at 6.8 µM | actives 1% (n = 370,000);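 active = activation above the mean over all tested compounds plus 3 SD, cut at about 0.9% in these data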;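 note: 0% = DMSO-only wells and 100% = 3 µM delta7-dafachronic acid wells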
ADAM10 inh = inhibitors of human ADAM10 | O14672 | recombinant ADAM10, EDANS/DABCYL FRET peptide cleavage, 3 h | inhibition, % at 7 µM | actives 0.62% (n = 370,000) | AID 720582;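 active = inhibition above a per-campaign cutoff equal to the mean of compounds falling between control-based bounds plus 3 SD, cut at about 20% in these data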;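 note: 0% = DMSO wells while the 100% control is not disclosed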
Target sequence (O14672 214-748 limits assumed): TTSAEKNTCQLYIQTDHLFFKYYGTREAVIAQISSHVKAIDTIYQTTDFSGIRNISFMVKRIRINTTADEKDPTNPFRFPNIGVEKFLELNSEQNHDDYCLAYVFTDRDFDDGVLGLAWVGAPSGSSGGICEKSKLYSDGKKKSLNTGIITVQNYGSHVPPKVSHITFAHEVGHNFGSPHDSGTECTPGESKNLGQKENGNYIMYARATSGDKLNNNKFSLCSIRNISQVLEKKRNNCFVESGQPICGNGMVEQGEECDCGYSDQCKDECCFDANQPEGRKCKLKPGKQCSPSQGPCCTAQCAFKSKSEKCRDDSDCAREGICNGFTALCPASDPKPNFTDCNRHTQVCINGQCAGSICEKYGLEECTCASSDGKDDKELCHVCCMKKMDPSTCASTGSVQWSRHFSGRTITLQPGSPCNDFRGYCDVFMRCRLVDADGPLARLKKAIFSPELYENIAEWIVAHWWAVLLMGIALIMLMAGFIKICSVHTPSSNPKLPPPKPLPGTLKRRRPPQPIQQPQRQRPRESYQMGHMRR
DAX1 inh-1 = DAX1 (NR0B1) inhibition, primary screen; HEK293T StAR-luciferase reporter, SF-1/DAX-1 repression relief; inhibition, % at 6.8 µM; actives 1.1% (n = 370,000); AID 652010;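 active = inhibition above the mean over all tested compounds plus 3 SD, cut at about 3.6% in these data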;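 note: 0% = DAX-1 cells with DMSO and 100% = cells lacking DAX-1 with DMSO; higher inhibition means more luminescence from relief of DAX-1 repression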
hgDAF12 agonist = activates the H. glycines DAF-12 receptor ligand-binding domain; actives 1.8% (n = 370,000); HEK293 GAL4-hgDAF12 UAS-luciferase reporter, agonist luminescence; normalized to butyrate control; activation, % at 6.8 µM; AID 687014;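 active = activation above a cutoff set at the mean of all screened compounds plus 3 SD, cut at about 10% in these data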;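 note: 0% = DMSO wells and 100% = sodium butyrate wells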
DAX1 inh-2 = inhibits human nuclear receptor DAX1; HEK293 Gal4-DAX1 luciferase reporter, luminescence; inhibition, % at 6.75 µM; P51843; AID 504766; actives 0.99% (n = 340,000);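 active = inhibition above the mean over all tested compounds plus 3 SD, cut at about 4.2% in these data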;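 note: 0% = DAX1-transfected cells with DMSO and 100% = empty-vector control cells with DMSO; inhibition shows as a rise in luminescence from relieved DAX1 repression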
* = called active by the depositor; i = inactive; · = no result given.

structure	hgDAF12 agonist	hcDAF-12 act	ADAM10 inh	GAA850 FXN act	ssDAF-12 act	DAX1 inh-1	NPR2 activator	sPLA2-III inh	DAX1 inh-2	SMARCA2 activ	NPR1 activator
CSCCC(NC(=O)COc1cccc2ccccc12)C(=O)O (stereo unspecified)	-2.6	-0.6	-2	2.8	1.0*	-0.7	1	0	1.5	-2	-4
COc1c(Br)cc(/C=N/n2c(-c3ccccc3)n[nH]c2=S)c(O)c1Br	1.8	0.3	-11	1.0	-0.8	-0.1	0	7	0.3	-1	-2
CCN(CC)CCNC(=S)N1CCn2c(nc3ccccc32)C1	1.2	-0.8	-2	-2.6	-0.6	0.6	6	4	1.2	-1	-1
O=C1CSC(c2ccc(F)cc2)N1c1ccccc1F (stereo unspecified)	-1.6	-1.6	1	-1.5	-1.2	0.2	4	-4	0.7	-1	-2
Cc1nc2cc(-c3ccccc3)nn2c(N)c1-c1ccccc1	-1.9	0.5	-60	-4.7	-1.3	0.7	-2	7	0.3	-1	-3
COc1ccccc1N1CCN(C(=O)C2CCN(C(=O)c3ccc(C(C)(C)C)cc3)CC2)CC1	-3.5	-1.2	0	0.1	-1.1	-1.4	2	-17	-0.5	-2	-1
CCOC(=O)c1c(NC(=O)CCc2ccc(CC)o2)sc(C)c1C	2.6	-1.1	-2	1.9	-1.3	-1.0	-7	-9	-0.9	2	-14
CN(CC(=O)NCC1CCCCC1)S(=O)(=O)c1ccc(F)cc1	-0.2	0.4	-7	1.5	-1.2	-0.1	-7	2	-1.2	-1	2
NC(=O)NC(=O)COC(=O)c1cccc(S(=O)(=O)N2CCCCCC2)c1	-1.0	-0.9	-5	2.2	-1.5	0.2	-4	7	-0.1	-3	-2
CC(C)(C)C(=O)Nc1ccccc1C(=O)Nc1cc(Cl)ccc1Cl	3.9	1.4	2	-0.3	0.7	-1.1	5	-3	-0.7	2	-6

Brought forward from above: five compounds, followed by the next part.
structure	hgDAF12 agonist	hcDAF-12 act	ADAM10 inh	GAA850 FXN act	ssDAF-12 act	DAX1 inh-1	NPR2 activator	sPLA2-III inh	DAX1 inh-2	SMARCA2 activ	NPR1 activator
COc1ccccc1N1CCN(C(=O)C2CCN(C(=O)c3ccc(C(C)(C)C)cc3)CC2)CC1	-3.5	-1.2	0	0.1	-1.1	-1.4	2	-17	-0.5	-2	-1
CCOC(=O)c1c(NC(=O)CCc2ccc(CC)o2)sc(C)c1C	2.6	-1.1	-2	1.9	-1.3	-1.0	-7	-9	-0.9	2	-14
CN(CC(=O)NCC1CCCCC1)S(=O)(=O)c1ccc(F)cc1	-0.2	0.4	-7	1.5	-1.2	-0.1	-7	2	-1.2	-1	2
NC(=O)NC(=O)COC(=O)c1cccc(S(=O)(=O)N2CCCCCC2)c1	-1.0	-0.9	-5	2.2	-1.5	0.2	-4	7	-0.1	-3	-2
CC(C)(C)C(=O)Nc1ccccc1C(=O)Nc1cc(Cl)ccc1Cl	3.9	1.4	2	-0.3	0.7	-1.1	5	-3	-0.7	2	-6
Cc1cc(=O)n2nc(N3CCC(C(=O)NCc4cccnc4)CC3)sc2n1	1.0	-1.4	-3	-2.4	-0.9	0.1	1	1	0.5	0	6
Nc1nc2ccccc2n1C(=O)c1ccco1	8.6	3.3	-7	5.3	-0.7	2.1	3	15	0.2	3	13
O=C(C(=O)N1CCN(C(=O)c2ccco2)CC1)c1ccccc1	0.8	-2.0	1	·	-1.2	-0.5	8	3	·	-5	5
O=C(CCCOc1ccccc1)N1CCN(S(=O)(=O)c2ccccc2)CC1	-1.6	-0.2	-9	1.9	-0.2	0.1	-3	-2	-0.1	-1	-2
Cc1cccc(N(C)C(=O)C2CCCN2S(=O)(=O)c2cccc3nsnc23)c1 (stereo unspecified)	4.8	0.8	10	2.2	-1.9	-0.6	-3	4	-0.8	-4	-4
O=C(CN1C(=O)/C(=C/c2ccc(F)cc2)SC1=S)NC1C=CS(=O)(=O)C1 (stereo unspecified)	1.7	0.0	-1	3.7	-1.2	-0.2	-4	-1	2.0	-1	-4
OCCNc1ncnc2c1c(-c1ccccc1)c(-c1ccccc1)n2Cc1ccco1	-5.6	-2.1	-45	1.2	-1.6	-1.9	-5	-8	-0.3	7	-9
CCC(C)n1c(SCC(=O)NCCc2ccc(S(N)(=O)=O)cc2)nc2ccsc2c1=O (stereo unspecified)	0.2	-2.1	-1	0.3	-1.5	-1.8	-1	0	0.0	0	-1
Cc1nn(C(=O)Cn2cc([N+](=O)[O-])cn2)c(C)c1Cl	0.8	0.8	-2	-0.4	-0.8	0.2	1	8	2.0	-4	4
CCOC(=O)c1cc2c(c(-c3cccc(-c4cc5ccccc5o4)c3)n1)[C@@H](CCO)N(S(=O)C(C)(C)C)C2 (stereo partly specified)	1.8	1.0	-16	·	-1.4	0.4	-8	-12	·	-2	6
Cc1cccnc1Nc1ncnc(N)c1[N+](=O)[O-]	-1.3	-0.6	7	-0.8	-1.7	0.2	8	-2	0.1	1	3
N#CCCN(C(=O)COC(=O)CCc1c[nH]c2ccccc12)c1ccccc1	1.4	0.3	-2	0.6	-1.1	-0.5	3	-54	0.8	-2	1
O=C1NC(=O)/C(=C/c2cccc3ccccc23)S1	-0.1	-1.4	5	2.5	-1.0	0.9	-3	-34	-0.7	1	2
COc1ccc(CCN2C(=O)CSC2=S)cc1OC	-0.3	-2.0	2	-1.6	-1.2	-0.6	1	-45	3.1	0	3
CSc1nsc(SCC(=O)Nc2nc3ccc(C)cc3s2)n1	0.0	1.0	-7	2.3	-0.3	0.1	0	1	-0.2	-3	-3
CSc1nnc(-c2cccs2)n1C	2.6	-1.6	3	-0.3	-1.2	-0.3	3	-3	1.1	0	2
COC(=O)[C@]12C[C@H](CC(=O)NCc3cccs3)C(=O)N(Cc3ccco3)C1=C[C@H](C1CCCC1)O[C@@H]2C	3.6	-2.6	0	·	-1.1	0.4	-14	-14	·	-3	-16
CCOc1ccc(N/C(=N/c2nc(C)cc(C)n2)NC(=O)CC)cc1	-2.8	0.5	4	1.6	-1.4	-0.2	-4	1	0.0	3	-3
O=S(=O)(c1ccccc1)N1CCN(C(=S)Nc2ccccc2Cl)CC1	2.1	-0.9	-6	0.4	-1.0	-0.7	-2	2	0.2	-1	1
CCCCN(C)CCNC(=O)c1nn(-c2ccc(OC)cc2)c(=O)c2c1c1ccccc1n2C	1.2	2.2	-21	1.4	-1.0	2.3	-11	-2	-1.4	1	-3
CCCCNC(=O)CSc1nc2ccccc2c(=O)n1C1CCCC1	-1.6	-1.4	2	0.2	-1.4	-1.4	-6	6	0.9	-2	-3
COc1ccc(C)cc1N(CC(=O)NCCSCc1ccco1)S(=O)(=O)c1ccc(C)cc1	-1.7	-1.4	4	-0.9	-1.5	-0.1	-8	-21	-1.3	-2	-10
Cc1onc(C(=O)NCCc2ccccc2)c1[N+](=O)[O-]	2.9	-0.7	6	1.3	-0.7	-0.1	0	-9	0.1	-1	-1
Cc1cnc(NC(=O)Nc2ccc(Cl)cc2)s1	8.2	5.8*	16	8.2*	0.0	6.0*	-6	-12	3.7	12*	-2
COc1cc(/C=N/NC(=O)C(=O)/C=C2\NC(C)(C)Cc3ccccc32)ccc1O	-0.5	-2.8	5	-1.1	-1.9	-1.0	5	-5	1.3	-2	-5
CC1=C(C)C(C)=C(C#N)C(=C(C#N)C#N)N1	0.4	-1.1	-72	0.0	-1.9	0.3	2	4	·	-1	1
O=C(NN=C1CCCCC1)c1ccccc1-n1cccc1	2.4	0.0	-9	1.1	-0.7	-0.3	2	-14	0.5	-2	3
Cc1cccc(N2CCN(C(=O)c3ccc4c(c3)OCCO4)CC2)c1C	-3.6	0.3	-10	1.2	-1.2	0.0	0	0	-1.3	-5	-1
CCCCCCOc1ccc(NC(=O)CC2C(=O)N(CC)C(=S)N2Cc2ccco2)cc1 (stereo unspecified)	2.8	0.7	18	-0.1	-1.1	-0.1	1	-39	0.6	-1	-1
CCC(CO)Nc1ncnc2c1cnn2-c1ccc(Cl)cc1 (stereo unspecified)	2.1	3.6	-1	-3.4	-0.9	4.0*	4	4	0.2	1	21
CN(C)c1ccc(-c2nnc(-c3ccc(S(=O)(=O)C(F)F)cc3)o2)cc1	1.5	-1.8	-13	-1.4	-1.4	0.4	-5	-1	0.6	0	3
Cc1cc(C)nc(NC(=O)C(c2ccccc2)c2ccccc2)c1	2.3	-3.3	10	1.4	-1.4	-1.1	-23	-11	0.6	-3	-25
CCN1C=C(Cc2ccc(F)cc2)C2=C(C1)C(c1ccc(F)cc1)C(C#N)=C(N)O2 (stereo unspecified)	-0.1	1.3	-11	0.2	-0.1	-0.2	-1	-14	-0.5	0	-9
Cn1c(=O)c2ccccc2n(Cc2ccccc2F)c1=O	-4.6	-1.9	-1	3.3	-1.8	-1.8	8	-2	-2.2	-3	5
Nn1c(SCC(=O)Nc2ccccc2)nnc(Cc2ccccc2)c1=O	1.1	-0.3	1	2.0	-0.8	-0.9	-3	-7	0.2	-1	2
O=C(COC(=O)C1CCN(/C=C/C(=O)C(F)(F)F)CC1)Nc1cccc(F)c1	0.0	6.0*	-1	1.0	-0.3	0.2	2	-3	0.9	-1	-4
O=C(N/N=C/c1ccc(OCc2ccccc2)cc1)c1ccco1	6.7	2.5	1	4.3	-0.1	-0.1	-1	-2	3.9	4	2
CCN(CC(=O)Nc1c(F)cccc1F)C(=O)COc1ccc2c(C)cc(=O)oc2c1	-0.4	-1.8	-127	-0.5	-1.7	-0.7	-7	5	-1.4	-2	-16
CN(CCCn1ccc(NC(=O)OCc2ccccc2)nc1=O)CCc1ccccn1	-1.7	-1.0	-1	-1.2	-1.2	-1.0	-6	-2	1.0	-4	1
CCOC(=O)C1=C(C)OC(N)=C(C#N)C1c1cc2c(cc1[N+](=O)[O-])OCO2 (stereo unspecified)	-2.3	0.0	i	0.1	-0.1	0.1	-6	-3	2.8	0	0
O=C(NCc1ccccn1)C(=O)Nc1nc(-c2ccccc2)cs1	-0.6	-1.4	9	1.1	-2.2	0.7	-2	-7	3.9	1	-1
COc1ccc([C@H]2CC(=O)C=C(c3cccc(C(C)C)c3)C2)cc1	0.3	0.8	4	1.7	-1.4	-0.5	3	-4	0.0	0	-1
NC1=NC[C@H](Cc2ccccc2)N1CC1CCCCC1	0.2	-1.4	-1	-2.1	-1.1	0.5	3	11	1.5	0	2
O=C(Cc1cccc2ccccc12)Nc1ccccc1	-2.2	-3.4	5	0.2	-1.8	-0.3	-19	-1	0.1	-4	2
CCOc1ccc2oc(C(=O)Nc3ccc(C)cn3)c(C)c2c1	7.1	4.3	-14	2.4	0.4	1.1	-2	7	1.3	0	-3

Source: PubChem BioAssay
